# Lamin A splicing: changes lamin A minigene splicing in HeLa cells | HeLa LMNA splicing GFP/RFP minigene ratio, 48 h | Potency, µM (top dose mostly 46.1 µM), for the others: at the highest dose ratio change, negative = inhibition, hits mostly inhibitors | 200,000 tested, 0.01% active | AID 1487; active = well fitted inhibition curve with a large enough effect in the signal ratio, with a control signal flat, not every such curve was filed as active; inconclusive = small, poorly fitted or top-dose-only effect, or effect the other way, or a change in a side signal; the % refers to the signal ratio; also: potency is read from the fitted curve at half-maximal effect; % is scaled to controls: 0 for no effect and ±100 for the full control effect
#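 S3 HeLa cells stably expressing lamin A-EGFP splicing minigene plus DsRed2, 600 cells/well, 48 h compound exposure at 37C. Laser-scanning cytometry; analysed as GFP (500-530 nm)/RFP (575-640 nm) total intensity ratio; 0.5% DMSO vehicle.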
# IMPase Li cell: membrane-permeable IMPase blocker, potentiated with lithium; CHO-M1 cells, IP1 TR-FRET (IP-One), carbachol + lithium; Potency, µM (top dose mostly 59.4 µM), for the others: top-dose activity, negative = IMPase inhibition, most hits filed as inhibitors; 210,000 tested, 0.35% active; AID 1457;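 also: IP1 builds up when IMPase is blocked and the TR-FRET signal falls; potency is read from the fitted curve at half-maximal effect; plate controls were basal vehicle for no effect and high inhibitor control for full effect; nearly all actives have a fitted effect of over 50% in size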
#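 Lithium-sensitised IP1 accumulation assay; M1-expressing CHO cells treated 30 min at 37C with compound. Competitive antibody detection by time-resolved FRET followed a 10 min room-temperature lysis step.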
# HttQ103 aggreg: reduces HttQ103-GFP aggregates in PC12 cells | PC12 HttQ103-GFP aggregates, Acumen cytometry, 40 h | Potency, µM (doses to about 46.1 µM), for the others: at the highest dose activity change, negative = inhibition, actives largely listed as inhibitors | AID 1688 | 220,000 tested, 1.1% active; also: potency is read from the fitted curve at half-maximal effect; % is scaled to controls: 0 for no effect and ±100 for the full control effect; nearly all actives have a fitted effect of over 60% in size
#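 Ecdysone-promoter PC12 model expressing HTT exon 1 Q103 fused to GFP, induced by tebufenozide at 100 nM final. Compounds titrated; aggregates sized 1–25 µm scored on a 488 nm laser cytometer.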
# NPSR antagonist: blocks cAMP signaling of the human neuropeptide S receptor; Q6W5P4; CHO-NPSR cells, cAMP TR-FRET, antagonist mode; Potency, µM (titrated, usually from 38.3 µM), without a hit: top-dose activity change, negative = inhibition, hits mostly inhibitors; 220,000 tested, 1% active; also: potency is read from the fitted curve at half-maximal effect; % is scaled to controls: 0 for no effect and ±100 for the full control effect; nearly all actives have a fitted effect of over 50% in size; many of its hits are not listed in these tables
# Target sequence (Q6W5P4 whole entry, looked up): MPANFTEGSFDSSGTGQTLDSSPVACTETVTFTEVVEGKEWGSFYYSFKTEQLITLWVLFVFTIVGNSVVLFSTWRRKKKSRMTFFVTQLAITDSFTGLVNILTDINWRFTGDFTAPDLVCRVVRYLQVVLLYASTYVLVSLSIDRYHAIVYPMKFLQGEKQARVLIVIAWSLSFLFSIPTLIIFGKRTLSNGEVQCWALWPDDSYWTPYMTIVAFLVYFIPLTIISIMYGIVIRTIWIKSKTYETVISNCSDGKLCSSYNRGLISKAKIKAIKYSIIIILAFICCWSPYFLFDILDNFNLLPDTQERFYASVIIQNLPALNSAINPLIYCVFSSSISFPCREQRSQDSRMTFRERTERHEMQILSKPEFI
# CBFb-RUNX1 inh: inhibitors of human CBF-beta and RUNX1 interaction. Q01196+Q13951. AlphaScreen CBFb-His/RUNX1-biotin binding, biochemical. Potency, µM (top dose mostly 59.8 µM), for the others: at the highest dose activity, negative = inhibition, actives largely listed as inhibitors. 230,000 tested, under 10 active; also: % of control where 0% means no effect
# Target sequence (Q01196 whole entry, looked up): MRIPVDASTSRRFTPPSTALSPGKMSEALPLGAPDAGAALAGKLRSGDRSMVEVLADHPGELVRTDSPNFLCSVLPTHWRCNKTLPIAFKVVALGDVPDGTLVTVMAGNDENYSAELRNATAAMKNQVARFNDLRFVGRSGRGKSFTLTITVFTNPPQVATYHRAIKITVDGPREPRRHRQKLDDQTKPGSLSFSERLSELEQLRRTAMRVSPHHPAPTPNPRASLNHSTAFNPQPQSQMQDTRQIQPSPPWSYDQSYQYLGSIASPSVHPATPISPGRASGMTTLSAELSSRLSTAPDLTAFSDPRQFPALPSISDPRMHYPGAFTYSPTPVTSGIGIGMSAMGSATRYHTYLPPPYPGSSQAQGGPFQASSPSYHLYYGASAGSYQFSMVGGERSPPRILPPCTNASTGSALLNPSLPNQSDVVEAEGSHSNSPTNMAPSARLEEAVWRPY
# Target sequence (Q13951 whole entry, looked up): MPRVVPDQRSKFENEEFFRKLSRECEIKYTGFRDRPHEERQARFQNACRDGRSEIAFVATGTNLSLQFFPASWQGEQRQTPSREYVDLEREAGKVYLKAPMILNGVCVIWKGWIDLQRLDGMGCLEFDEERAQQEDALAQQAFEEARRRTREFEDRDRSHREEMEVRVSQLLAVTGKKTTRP
#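 AlphaScreen proximity signal reports loss of binding between His-tagged CBF-beta and biotin-labelled RUNX1, each at 30 nM. Proteins are pre-associated for 20 minutes, compounds added for 15 minutes, then beads for 90 minutes, all at ambient temperature.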
# Epigenetic reg: regulators of epigenetic silencing causing reporter derepression in mouse cells | murine LDR cells, GFP reporter derepression, 30 h | Potency, µM (top dose mostly 53.9 µM), for the others: at the top dose GFP activation, most hits filed as activators | 280,000 tested, 0.2% active; also: potency is read from the fitted curve at half-maximal effect; % of control where 0% means no effect; nearly all actives have a fitted effect of over 60% in size
#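 GFP-positive cell count by laser-scanning cytometry (objects 20–120 um) after 30 h, 37 C compound exposure of murine LDR cells; reporter is CMV-GFP integrated at a silenced locus, inducible by HDAC or DNMT inhibitors.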
# Luc counter: Kinase-Glo luciferase inhibition (counter-screen). Potency, µM (top dose mostly 38.3 µM), for the others: top-dose activity change, negative = inhibition, usual class: inhibitors. Q27757. Kinase-Glo luciferase, ATP luminescence, 8 min. 200,000 tested, 0.28% active. AID 1379; also: potency is read from the fitted curve at half-maximal effect; % is scaled to controls: 0 for no effect and ±100 for the full control effect; nearly all actives have a fitted effect of over 60% in size
#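 Compounds were added to a substrate mix at pH 7.2 (50 mM imidazole, 10 uM ATP, within the enzyme's linear range), followed by Kinase-Glo detection reagent; luminescence was measured after 8 minutes at ambient temperature.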
# An asterisk follows results filed as active; ? = inconclusive; . = not tested or not shown; & = joins results of further samples; [ ] = another dose, or the depositor's remark. Unless noted, calls follow the shape of the dose curve; as a rule, active = well fitted curve in the direction sought with a large enough effect; inconclusive = small, poorly fitted or top-dose-only effect, or another doubt; inactive = no such curve, though single readings can be large; an effect the other way counts as inactive or inconclusive. A portion of the library (hit frequency here may not be typical).
# Keys – A = Lamin A splicing; B = IMPase Li cell; C = HttQ103 aggreg; D = NPSR antagonist; E = CBFb-RUNX1 inh; F = Epigenetic reg; G = Luc counter
O=C(Nc1nnc(-c2ccc(F)cc2)o1)c1cc(Cl)sc1Cl
  A = ?; B = 16%; C = 11µM*; D = 6%; E = -12%; F = 1.0%; G = 0%
Nc1ncnc2c1nc(Br)n2[C@@H]1O[C@H]2COP(=O)(O)O[C@@H]2[C@@H]1O
  A = .; B = 0%; C = .; D = .; E = 29%&13%; F = 0.0%; G = .
COc1ccc(NC(=O)CSc2ncnc3[nH]ncc23)cc1
  A = .; B = .; C = -22%[9.22 µM]; D = 46%; E = 4%; F = 4.8%; G = .
Cc1ccc(S(=O)(=O)n2ccc(OC(=O)c3cccs3)n2)cc1
  A = .; B = 3%; C = 4%[9.22 µM]; D = -14%; E = 3%; F = 1.5%; G = .
CCCCc1ccc(/C=C(\C#N)C(N)=S)s1
  A = 7%[46 µM]; B = 2%; C = -6%[9.22 µM]; D = ?; E = -19%; F = -0.2%; G = -5%
CCOC(=O)Nc1ccc2c(c1)Nc1ccccc1S2
  A = ?; B = 38%[activator][38.3 µM]; C = 17%; D = 4%[46.1 µM]; E = -6%; F = -2.1%; G = -2%
Cc1cccc(N2CCN(C3=NC(=O)C(=C4CCCCC4)S3)CC2)c1
  A = ?; B = 17%[38.3 µM]; C = ?; D = -12%[7.67 µM]; E = -1%; F = -0.6%; G = 14%
CC(C)(C)c1ccc(OCCNC(=O)c2ncn[nH]2)cc1
  A = ?; B = 12%[38.3 µM]; C = 5%[9.22 µM]; D = 0%[46.1 µM]; E = ?; F = 9.0%; G = 1%
CC(Cc1ccccc1)(NC(=O)CN)c1ccccc1 (stereo not drawn)
  A = 13%[46 µM]; B = .; C = .; D = 34%; E = 2%; F = 2.2%; G = .
CCN(CC)C(=O)CNC(=S)N(CCCN1CCOCC1)Cc1cccs1
  A = -8%; B = 11%; C = 2%; D = 20%; E = 5%; F = 1.0%; G = -1%
CC1=CC(=O)C2=C(C)C[C@H](OC(=O)Cc3ccccc3)C3[C@H](OC(=O)[C@H]3C)C12 (stereo partly drawn)
  A = .; B = 24%; C = .; D = .; E = 20%; F = -1.1%; G = 0%
O=S(=O)(c1ccccc1)N1CCN(CC(O)COc2ccc3c(c2)CCC3)CC1 (stereo not drawn)
  A = ?; B = -10%[38.3 µM]; C = -25%; D = -14%[46.1 µM]; E = 4%; F = -1.5%; G = -4%
CCC(=O)N1CCN(c2ccc(Cl)cc2NC(=O)c2cccc([N+](=O)[O-])c2)CC1
  A = ?; B = 15%; C = -2%; D = -29%; E = -3%; F = -0.4%; G = -1%
COc1cccc(C2SCC(=O)N2c2cccc(C)c2)c1OC (stereo not drawn)
  A = -12%; B = 9%; C = 19%; D = 4%; E = -4%; F = 1.5%; G = 0%
O=C(NCc1ccco1)C1CCCCC1
  A = -12%[46 µM]; B = 6%; C = 14%[9.22 µM]; D = 14%; E = 1%; F = 1.3%; G = 0%
Cc1nc2nc(NCc3cccs3)nn2c(C)c1Cl
  A = 12%; B = 6%[38.3 µM]; C = 20%; D = -7%[46.1 µM]; E = 3%; F = -1.0%; G = -2%
CC(=O)[C@@]1(O)[C@H](O)CC2C3CCC4CC(O)CC[C@]4(C)C3CC[C@@]21C (stereo partly drawn)
  A = .; B = 20%; C = .; D = .; E = -6%; F = -0.1%; G = 1%
COc1cc(NC(=S)NNC(=O)C(C)(C)O)cc(OC)c1
  A = 22%[46 µM]; B = 10%; C = 0%[9.22 µM]; D = 8%; E = -8%; F = 3.8%; G = 4%
CCOC(=O)/C=c1\s/c(=C\c2ccc3c(c2)OCCO3)c(=O)n1CC(=O)NCC1CCCO1 (stereo not drawn)
  A = 0%; B = -3%[38.3 µM]; C = 5%; D = -3%[46.1 µM]; E = -5%; F = 1.5%; G = -1%
CC1=C(C)CC(C(=O)NCc2ccccn2)C(C(=O)O)C1 (stereo not drawn)
  A = .; B = .; C = 25%[9.22 µM]; D = -13%; E = -7%; F = 3.1%; G = .
CCCC(=O)NCn1nnc(-c2ccc(Cl)cc2)n1
  A = 15%[46 µM]; B = -13%; C = 3%; D = 21%; E = -2%; F = 0.9%; G = 1%
Cc1ccc(C)c(S(=O)(=O)C(C#N)c2nc3ccccc3nc2N2CCCC2)c1 (stereo not drawn)
  A = 1%; B = .; C = ?; D = -19%[46.1 µM]; E = -19%; F = ?; G = .
NC(=O)c1c(NC(=O)COC(=O)c2ccc(S(=O)(=O)Nc3ccccc3)cc2)sc2c1CCCC2
  A = 22%[46 µM]; B = 11%; C = -2%; D = -9%; E = -1%; F = 1.1%; G = 2%
C=CCn1c(-c2ccc(Cl)cc2)cnc1SC(C)C(N)=O (stereo not drawn)
  A = .; B = 6%; C = 9%; D = 3%; E = -11%; F = -0.4%; G = .
CCC(=O)Nc1ccc(N2CCCCC2)cc1
  A = -2%; B = 42%[activator][38.3 µM]; C = ?; D = -26%[46.1 µM]; E = -5%; F = 3.1%; G = -3%
CN(CCc1nc2ccccc2[nH]1)Cc1nc(CC2CC2)no1
  A = -4%[46 µM]; B = 4%; C = -3%[9.22 µM]; D = -1%; E = 1%; F = 2.4%; G = 0%
COc1ccc(N2CCN(CC(=O)c3c(C)n(C)c4ccc(OC)cc34)CC2)cc1
  A = .; B = .; C = -3%[9.22 µM]; D = -10%; E = -4%; F = 0.0%; G = .
CS(=O)(=O)N(CC(=O)Nc1ccc(S(=O)(=O)N2CCCC2)cc1)c1ccccc1
  A = ?; B = 7%; C = 13%[9.22 µM]; D = -2%; E = 7%; F = -3.5%; G = 6%
COc1cc(C(=O)Nc2cc(-c3cn4cccnc4n3)ccc2C)cc(OC)c1OC
  A = .; B = ?; C = 13%; D = 6%; E = 8%; F = -3.3%; G = 0%
CCOc1ccc(NC(=O)CC2SC(=O)N(c3ccccc3)C2=O)cc1 (stereo not drawn)
  A = .; B = 1%; C = 11%[9.22 µM]; D = -29%; E = 0%; F = 0.9%; G = 0%
CCOC(=O)CN(C(=O)CSc1nnc(CNc2ccc(F)cc2)o1)c1ccccc1
  A = -10%; B = -12%[38.3 µM]; C = 10%; D = -16%[46.1 µM]; E = 0%; F = 0.8%; G = -2%
O=C(CCc1c[nH]c2ccccc12)N/N=C/c1ccc2c(c1)OCO2
  A = .; B = -3%; C = -16%[9.22 µM]; D = -2%; E = -4%; F = -1.3%; G = 0%
COC(=O)c1cn(NC(=O)Cc2ccc(Cl)c(Cl)c2)c(=O)c2ccccc12
  A = ?; B = -2%; C = 23%; D = 0%; E = 3%; F = 0.2%; G = 0%
CCOC(=O)Cn1cc(C(=O)C(C)(C)C)c2ccccc21
  A = 5%[46 µM]; B = 1%; C = -3%[9.22 µM]; D = 14%; E = 4%; F = 3.0%; G = 0%
O=S1(=O)C=C(Oc2ccc(F)cc2)c2ccccc21
  A = -19%; B = 15%; C = -24%; D = -17%[46.1 µM]; E = 8%; F = -0.1%; G = -4%
Cc1cccc(NC(=O)c2nc[nH]c2C(=O)N[C@@H](CC(C)C)C(=O)OC(C)(C)C)c1
  A = .; B = .; C = -24%[9.22 µM]; D = ?; E = 15%; F = ?; G = .
C=CCc1cccc(C2Nc3ccccc3C(=O)N2O)c1O (stereo not drawn)
  A = ?; B = 1%[38.3 µM]; C = ?; D = -8%[46.1 µM]; E = -2%; F = -1.4%; G = -6%
CNc1ncc(C(=O)c2ccc(Cl)cc2)s1
  A = 9%; B = -27%[38.3 µM]; C = -2%; D = -18%[46.1 µM]; E = -2%; F = -1.9%; G = 2%
COc1cccc(NC(=O)CSc2nnc(Cn3cnc([N+](=O)[O-])n3)n2C)c1
  A = -5%; B = 7%; C = 0%; D = 14%; E = 11%; F = -1.0%; G = 3%
CC(N=c1ccccn1C(=O)Nc1ccc(F)cc1)c1ccco1 (stereo not drawn)
  A = -5%; B = -1%[38.3 µM]; C = -15%; D = 12%[46.1 µM]; E = 3%; F = 0.0%; G = 1%
O=C(Nc1ccc(N2CCN(C(=O)c3ccco3)CC2)cc1)c1ccc2c(c1)OCO2
  A = -8%; B = 14%; C = -14%; D = -5%[46.1 µM]; E = -2%; F = -0.8%; G = 0%
CC1CCN(c2ncnc3ccccc23)CC1
  A = ?; B = 18%; C = 22µM*; D = -18%[46.1 µM]; E = -5%; F = 0.8%; G = 2%
Cc1cccc(-n2nc(C(=O)Nc3ccccc3)n3c(=O)cc(-c4ccccc4)nc23)c1
  A = -6%; B = 7%[38.3 µM]; C = 15%; D = -22%[46.1 µM]; E = 5%; F = 0.0%; G = -3%
CCSC1=C(C#N)C2(CCCCC2)C(C#N)C(=O)N1 (stereo not drawn)
  A = ?; B = 8%[38.3 µM]; C = -21%; D = 11%[46.1 µM]; E = -3%; F = 9.1%; G = -1%
CC(=O)Nc1ccccc1C(=O)C(=O)Nc1ccc(Cl)cc1
  A = -2%[46 µM]; B = 4%; C = -17%; D = 3%; E = 6%; F = 0.0%; G = -2%
Cc1c(NC(=S)Nc2cccc(Cl)c2)c(=O)n(-c2ccccc2)n1C
  A = 16%[46 µM]; B = -6%; C = -5%; D = 13%; E = 1%; F = -2.2%; G = 5%
COc1ccc(OC)c2[nH]c(=O)c(CCNC(=O)c3ccc(S(=O)(=O)N4CCCCC4)cc3)cc12
  A = 0%; B = 27%[38.3 µM]; C = 14%; D = ?; E = 0%; F = -1.1%; G = -1%
COc1nc(N)c(C#N)c(-c2ccc(N(C)CCC#N)cc2)c1C#N
  A = .; B = .; C = 15%[9.22 µM]; D = -46%; E = 20%; F = 0.1%; G = .

# Profiles from above. Screens in order: Lamin A splicing	IMPase Li cell	HttQ103 aggreg	NPSR antagonist	CBFb-RUNX1 inh	Epigenetic reg	Luc counter
# Profile of COC(=O)c1cn(NC(=O)Cc2ccc(Cl)c(Cl)c2)c(=O)c2ccccc12 = ?	-2%	23%	0%	3%	0.2%	0%
# Profile of COc1ccc(OC)c2[nH]c(=O)c(CCNC(=O)c3ccc(S(=O)(=O)N4CCCCC4)cc3)cc12 = 0%	27%[38.3 µM]	14%	?	0%	-1.1%	-1%
# Profile of CNc1ncc(C(=O)c2ccc(Cl)cc2)s1 = 9%	-27%[38.3 µM]	-2%	-18%[46.1 µM]	-2%	-1.9%	2%

# Compound activity from PubChem.
